Growth percent in the NCI-60 one-dose screen (48 h, 10 µM unless noted): 100 = growth as untreated, 0 = no growth, -100 = all killed.
MALME-3M: MALME-3M melanoma; actives 5.8% (n = 78,000); AID 1794766
SK-MEL-2: SK-MEL-2 melanoma | actives 4.7% (n = 77,000) | AID 1794763
SK-MEL-28: SK-MEL-28 melanoma | actives 4.1% (n = 81,000)
SK-MEL-5: SK-MEL-5 melanoma; AID 1794755; actives 6.4% (n = 80,000)
LOX IMVI: LOX IMVI melanoma | actives 7.4% (n = 79,000) | AID 1794757
HS 578T: HS 578T breast cancer; actives 4.1% (n = 78,000)
UACC-257: UACC-257 melanoma. actives 4.4% (n = 78,000). AID 1794764
T-47D: T-47D breast cancer; actives 5% (n = 79,000)
Starred values were filed as active, the others as inactive; · = no result given. The calls were made as follows: active = growth percent below 10; inactive = the rest.

#	SMILES	MALME-3M	SK-MEL-2	SK-MEL-28	SK-MEL-5
1	Cc1ccc(C(=O)c2c(N)c(C#N)cn2Cc2ccc(Cl)cc2Cl)cc1	109.1	103.7	100.9	99.0
2	O=C1NC(=Nc2ccc(S(=O)(=O)Nc3ncccn3)cc2)S/C1=C\c1coc2ccccc2c1=O	105.0	127.6	103.2	100.5
3	Nc1ncnc2c1N=C(c1ccc([N+](=O)[O-])cc1)CC(c1ccc3c(c1)OCO3)N2 (stereo not given)	107.4	59.6	107.9	80.2
4	CCOC(=O)c1c(NC(=O)c2cccc(C(F)(F)F)c2)sc2c3c(ccc12)OCN(C)C3	-53.9*	98.8	9.8*	68.6
5	CN1C(=O)N(C)C2C1NN=C1SC(c3ccccc3)=CC(=O)N12 (stereo not given)	87.7	·	95.9	98.9
6	CCOC(=O)/C=C(/C)N(C)C	116.7	110.1	104.9	111.7
7	Cc1ccc(OC(=O)c2cccc(Cl)c2)cc1	107.3	106.4	119.1	106.5
8	CC(O)CN(CC(C)O)N(CC(C)O)CC(C)O (stereo not given)	107.9	120.8	106.6	105.0
9	O=C(NCc1cn(Cc2cccc(Oc3ccccc3)c2)nn1)c1cccnc1NCc1ccc(Cl)cc1	48.2	13.9	29.5	11.3
10	O=C(O)COc1c(Cl)cc(Cl)cc1Cl	112.9	114.2	113.9	100.0
11	COc1ccc2cc(-c3cnc4nonc4n3)ccc2c1	48.3	52.7	86.3	31.8
12	Cc1cc(C)c2nc(NC(=O)C(Cl)(Cl)Cl)sc2c1	101.8	118.7	103.1	99.1

#	LOX IMVI	HS 578T	UACC-257	T-47D
1	97.1	104.2	108.2	97.0
2	·	96.8	105.5	101.6
3	85.3	80.7	116.1	93.0
4	-94.7*	38.4	30.8	-38.2*
5	97.2	86.4	108.4	100.4
6	107.2	131.4	101.5	·
7	102.1	115.7	108.4	98.1
8	93.7	107.8	90.5	105.2
9	39.4	23.8	47.3	31.9
10	93.3	121.3	99.2	106.5
11	25.5	13.9	42.0	15.5
12	111.1	99.3	96.4	93.5

4 compounds out of the list, ordered by formula weight, rising:
#	SMILES	MALME-3M	SK-MEL-2	SK-MEL-28	SK-MEL-5
10	O=C(O)COc1c(Cl)cc(Cl)cc1Cl	112.9	114.2	113.9	100.0
8	CC(O)CN(CC(C)O)N(CC(C)O)CC(C)O (stereo not given)	107.9	120.8	106.6	105.0
3	Nc1ncnc2c1N=C(c1ccc([N+](=O)[O-])cc1)CC(c1ccc3c(c1)OCO3)N2 (stereo not given)	107.4	59.6	107.9	80.2
4	CCOC(=O)c1c(NC(=O)c2cccc(C(F)(F)F)c2)sc2c3c(ccc12)OCN(C)C3	-53.9*	98.8	9.8*	68.6

#	LOX IMVI	HS 578T	UACC-257	T-47D
10	93.3	121.3	99.2	106.5
8	93.7	107.8	90.5	105.2
3	85.3	80.7	116.1	93.0
4	-94.7*	38.4	30.8	-38.2*

Later entries.
#	SMILES	MALME-3M	SK-MEL-2	SK-MEL-28	SK-MEL-5
13	C[C@@H]1O[C@@H](O[C@@H]2C[C@H](c3ccc4c(c3O)C(=O)C3=C(C4=O)[C@@]4(O)C(=O)C[C@](C)(O)C[C@@]4(O)C=C3)O[C@H](C)[C@H]2O)CC[C@@H]1O[C@H]1C[C@@H](O)[C@H](O)[C@@H](C)O1	65.4	109.5	116.5	100.6
14	CCOC(=O)c1cc(C(=O)c2cc(OC)cc(OC)c2)n2nc(-c3ccc(Br)cc3)ccc12	102.4	90.8	109.6	98.5
15	c1ccc(-c2nnc(-c3c[nH]c4ncccc34)s2)cc1	88.0	102.7	99.6	91.6
16	C=C(C)[C@@H]1CC[C@]2(C(=O)N3CCN(C)CC3)CC[C@]3(C)[C@H](CC[C@@H]4[C@@]5(C)CC(=C/c6ccncc6)/C(=N/O)C(C)(C)[C@@H]5CC[C@]43C)[C@@H]12	87.4	83.8	96.4	59.9
17	CC(/C=C/c1ccccc1)=N\N	104.7	102.9	105.2	106.2
18	C[N+]1(C)CCCC(OC(=O)C(O)(c2ccccc2)c2ccccc2)C1 (stereo not given)	94.7	107.8	106.0	109.7
19	CCc1ccc(C2=C(Cl)C(=O)C(c3ccccc3)=C(Cl)C2=O)cc1	94.0	·	103.9	96.4
20	CCC(=O)NN=C(C)C	125.7	124.9	111.4	107.6
21	Cc1c[nH]c(=O)[nH]c1=O	93.5	30.0	106.8	101.2
22	CC12C(=O)N(c3nccs3)C(=O)C1(C)C1CCC2O1 (stereo not given)	·	101.4	106.2	102.0
23	Nc1ccc2c(c1)Cc1c(F)cccc1-2	·	95.8	110.4	111.0
24	COC(=O)c1nc(-c2ccccc2)oc1S(=O)(=O)N1CCCC(C)C1 (stereo not given)	78.2	96.7	84.9	85.2

#	LOX IMVI	HS 578T	UACC-257	T-47D
13	94.6	105.3	98.4	78.7
14	96.0	90.7	102.9	93.3
15	97.0	97.1	109.1	40.5
16	86.0	87.5	85.8	71.9
17	91.2	105.6	87.3	77.4
18	96.3	100.0	96.4	98.3
19	95.0	107.0	119.5	87.9
20	95.6	90.8	89.2	103.5
21	97.1	89.9	108.2	101.4
22	93.8	115.2	104.0	105.0
23	·	99.5	113.3	95.2
24	61.6	104.0	82.3	69.2

Later entries.
#	SMILES	MALME-3M	SK-MEL-2	SK-MEL-28	SK-MEL-5
25	CCCCC1(/C=N/NC(N)=O)NC(=O)NC1=O (stereo not given)	105.7	111.2	107.0	101.1
26	Cc1ccc(C(=O)NCCCNc2nc(Nc3ccc(N4CCN(C)CC4)cc3)nc3ccsc23)cc1	-94.8*	81.8	-70.3*	-15.2*
27	CN1CCN(CCNC(=O)c2cccc(CN3c4cccc5c4C(=Cc4cccnc43)N(C)C5=O)c2)CC1	49.3	62.0	67.8	12.9
28	CC1(C)COC(c2ccc(Cl)cc2)OC1	135.9	104.9	106.5	106.0
29	O=C1/C(=C/c2ccc(Br)cc2)Sc2c(Br)cccc21	101.8	92.2	116.0	99.8
30	CCCCCN1C(=O)[C@H](CC(C)C)C[C@H]1CNCC(=O)OC(C)(C)C	105.7	·	109.5	92.8
31	NNC(=O)COc1ccc(-c2nc3cc(Cl)c(Cl)cc3[nH]2)cc1	101.5	114.9	109.7	102.5
32	ClCC(Cl)C1CCC(Cl)C(Cl)C1 (stereo not given)	99.5	109.7	103.3	104.5
33	O=C(O)CN1C(=O)/C(=C\c2ccc(-c3ccc(Cl)cc3)o2)SC1=S	98.2	95.3	104.3	97.3
34	COc1ccc([C@H]2[C@H](C(=O)Nc3cccc4c3CCCC4)c3ccccc3C(=O)N2c2ccc(OC)cc2)cc1	91.7	87.6	104.0	96.2
35	CCCCCCOC(=O)N1CCCCC1	105.7	104.3	111.2	96.8
36	NS(=O)(=O)c1ccc(Nc2nc(NN=C(c3ccccc3)c3ccccc3)nc(Nc3ccccc3)n2)cc1	87.3	80.3	76.0	65.7

#	LOX IMVI	HS 578T	UACC-257	T-47D
25	101.5	104.4	·	94.9
26	-22.6*	66.9	-17.7*	4.5*
27	8.3*	-6.1*	50.0	34.8
28	109.1	·	126.7	102.7
29	92.5	95.5	·	87.8
30	95.9	91.9	90.4	86.3
31	98.7	104.6	103.2	93.5
32	95.9	102.9	101.1	100.2
33	99.7	95.2	101.5	98.5
34	96.8	109.8	·	77.0
35	94.8	120.1	109.9	100.1
36	·	76.3	86.3	45.5

More records.
#	SMILES	MALME-3M	SK-MEL-2	SK-MEL-28	SK-MEL-5
37	O=C(N/C(=C/c1cc2ccccc2nc1Cl)c1nc2ccccc2[nH]1)c1ccccc1	98.8	106.2	109.4	94.5
38	CC(=O)OCC#CCOC(C)=O	106.1	111.3	103.4	113.0
39	Cc1cccc(NC(=O)Nc2ccccc2Cl)n1	98.0	89.4	106.7	79.0
40	CC(C)c1ccc(C(=O)Nc2sc3c(c2C(N)=O)CCC(=O)C3)cc1	-23.8*	-21.5*	7.6*	-62.8*
41	COc1ccc2nc3sc(C(=O)Nc4ccc(C(=O)/C=C/c5cc(OC)c(OC)c(OC)c5)cc4)cc3cc2c1	108.5	120.5	114.7	97.6
42	CC(=O)Nc1ccc(-n2cnc3cc(-c4ccc(O)cc4)ccc32)c(C(F)(F)F)c1	50.0	83.9	56.1	19.4
43	CS(=O)(=O)c1ccc(N2N=C(c3ccc(NC(=O)Nc4ccccc4)cc3)CC2c2ccc(Cl)cc2)cc1 (stereo not given)	87.7	85.1	104.1	70.3
44	CNC(=O)c1ccc2n1[C@H](C)c1ccccc1-2	105.5	106.6	108.4	103.4
45	Cc1nn(-c2cc(=O)[nH]c3ccc(Cl)cc23)c(N)c1C#N	104.9	100.5	115.2	·
46	C#CCO[C@H]1CC(CC#C)(CC#C)C(=O)[C@@H]2[C@H]1[C@H]1C[C@@H]3[C@@]4(C)CCC[C@@](C)(C(=O)OC)[C@@H]4CC[C@@]23C=C1C(C)C	-35.9*	97.9	99.1	100.6
47	COc1cc(O)cc(C)c1C(=O)O[C@H]1[C@@H](O)[C@H](n2ccc(=O)n(C)c2=O)O[C@@H]1CO	·	93.4	93.4	98.7
48	C=C1C(=O)O[C@H]2[C@H]1CC/C(COC(=O)NCc1ccc(OC)cc1)=C\CC[C@@]1(C)O[C@@H]21	98.3	53.4	51.2	87.0

#	LOX IMVI	HS 578T	UACC-257	T-47D
37	102.1	130.1	108.6	63.0
38	108.7	·	103.2	91.1
39	107.2	12.8	81.7	89.7
40	4.4*	-4.1*	-11.8*	-15.8*
41	109.2	126.5	106.6	120.5
42	67.5	67.1	63.9	38.2
43	91.5	100.5	100.6	46.8
44	·	96.5	121.8	87.0
45	92.9	102.6	107.2	97.1
46	-86.6*	94.2	94.3	84.0
47	98.8	107.5	·	82.5
48	13.9	59.2	·	17.5

(listing goes on)
#	SMILES	MALME-3M	SK-MEL-2	SK-MEL-28	SK-MEL-5
49	O=C(Nc1cccc(F)c1)Nc1cccc(Cn2c(=O)[nH]c3ccc(Oc4ncccn4)cc3c2=O)c1	97.1	82.8	85.3	66.7
50	O=C(NC1CCCC1)c1ccc(N2CCC(NCc3cccc(C(F)(F)F)c3)CC2)cc1	70.3	108.2	108.3	79.5
51	BrCc1cccc(C[P+](c2ccccc2)(c2ccccc2)c2ccccc2)c1	38.3	70.4	67.6	22.6
52	CC(=O)N(c1nc2ccccc2s1)N1C(=O)c2ccccc2C1=O	90.1	108.6	112.3	98.2
53	O=C(Nc1nc2ccc(C(=O)N3CCN(/C=C/c4ccccc4)CC3)cc2s1)c1ccc(NCCc2ccccc2)c([N+](=O)[O-])c1	-0.2*	87.6	76.0	15.0
54	O=C1Nc2ccccc2/C1=N/c1nnc(Sc2ccccc2)s1	101.9	100.8	110.3	104.4
55	CCOC(=O)c1nnsc1C(OC)Oc1ccccc1 (stereo not given)	·	99.3	105.6	105.5
56	CC(C)CCn1nc(C(=O)N(C)Cc2ccccc2)c2c1CCN(Cc1ccc(F)cc1)C2	102.2	108.7	102.3	98.3
57	COC1=CC(c2ccc[nH]2)=N/C1=C\c1[nH]c(C)c(C(=O)CCCCC(=O)NCCNC(=O)CC[C@H](NC(=O)c2ccc(NCc3cnc4nc(N)[nH]c(=O)c4n3)cc2)C(=O)O)c1C	107.1	111.3	113.6	103.5
58	CN(C)c1ccc(/C=C/C(=O)c2ccc(NC(=O)CSc3nc4c([nH]3)c(=O)n(C)c(=O)n4C)cc2)cc1	119.6	109.9	107.0	96.6
59	COc1ccc(C2C3=C(CC(C)(C)CC3=O)N(CCc3ccc(S(N)(=O)=O)cc3)C3=C2C(=O)CC(C)(C)C3)cc1OC	99.2	·	102.0	95.3
60	Cn1c2c(c3cc(Cl)ccc31)-n1cccc1C2=O	·	96.2	121.4	106.0

#	LOX IMVI	HS 578T	UACC-257	T-47D
49	89.9	96.4	75.7	·
50	89.7	96.1	91.3	83.2
51	40.2	·	14.2	28.2
52	91.3	106.0	·	90.4
53	47.4	69.0	37.3	43.2
54	65.2	86.3	97.5	65.6
55	·	103.0	103.1	100.3
56	94.7	100.1	108.3	93.4
57	102.4	103.7	91.9	99.1
58	99.6	99.5	91.6	103.7
59	100.1	104.7	100.8	109.7
60	·	112.8	107.7	97.9

(listing goes on)
#	SMILES	MALME-3M	SK-MEL-2	SK-MEL-28	SK-MEL-5
61	CC(C)(C)c1ccc(C(=O)Nc2nc3ccc(O)cc3s2)cc1	·	71.4	47.1	37.5
62	CSc1ccc(NC(=O)c2ccc(C(=N)N)cc2)cc1	101.9	86.2	103.0	95.5
63	COc1cc2nc(Cl)nc(Nc3cccc(C4=NN(C(C)=O)C(c5ccc6c(c5)OCO6)C4)c3)c2cc1OC (stereo not given)	78.0	91.3	88.4	62.1
64	CC(=C/c1ccccc1)/C=C1/SC(=S)N(CCc2ccc(O)cc2)C1=O	100.6	113.0	105.2	102.7
65	NC1=C(/C(N)=N/O)C(c2ccccc2Cl)c2ccc3ccccc3c2O1 (stereo not given)	81.5	98.1	91.9	86.7
66	COc1ccc(/C=C/c2nc(Nc3ccc(Cl)cc3)c3ccccc3n2)cc1	94.6	89.2	90.2	69.7
67	Cc1c(Cc2ccccc2)c(=O)oc2c(C)c(OCc3nnc(-c4ccccc4)o3)ccc12	109.1	109.7	107.9	99.0
68	COc1ccc(Oc2nc(NC3CCCCCC3)nc(Oc3ccc(OC)cc3)n2)cc1	98.0	91.2	96.6	91.7
69	COc1ccc(-c2[nH]ncc2CNc2cc3cc(OC)c(OC)cc3c(C)n2)cc1	107.9	95.0	102.3	99.9
70	O=C1c2cccc(-c3ccc(C(F)(F)F)cc3)c2C2CC=CCN12 (stereo not given)	80.4	79.8	101.2	96.0

#	LOX IMVI	HS 578T	UACC-257	T-47D
61	10.4	77.3	31.8	28.5
62	103.2	104.0	92.1	84.6
63	·	70.3	96.0	47.1
64	·	106.2	101.9	104.5
65	92.7	84.9	91.2	90.9
66	18.4	70.5	92.2	49.9
67	99.9	99.7	94.6	98.0
68	94.7	78.1	85.5	78.6
69	78.2	92.5	103.5	86.6
70	92.5	106.8	89.2	79.4

Assay outcomes as filed in PubChem.
